Source: PubChem BioAssay
GPR151 ag – activators of human GPR151, primary screen, cell-based, PathHunter beta-arrestin, luminescence | AID 1508602, 2020 | 650,000 tested, 1% active | activation, % at 11.2 µM | PathHunter beta-arrestin GPR151 cells; in the data active = activation above about 4.9%;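 note: 0% = median of compound wells and 100% = cells with positive control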
Target sequence (Q8TDV0 whole entry, looked up): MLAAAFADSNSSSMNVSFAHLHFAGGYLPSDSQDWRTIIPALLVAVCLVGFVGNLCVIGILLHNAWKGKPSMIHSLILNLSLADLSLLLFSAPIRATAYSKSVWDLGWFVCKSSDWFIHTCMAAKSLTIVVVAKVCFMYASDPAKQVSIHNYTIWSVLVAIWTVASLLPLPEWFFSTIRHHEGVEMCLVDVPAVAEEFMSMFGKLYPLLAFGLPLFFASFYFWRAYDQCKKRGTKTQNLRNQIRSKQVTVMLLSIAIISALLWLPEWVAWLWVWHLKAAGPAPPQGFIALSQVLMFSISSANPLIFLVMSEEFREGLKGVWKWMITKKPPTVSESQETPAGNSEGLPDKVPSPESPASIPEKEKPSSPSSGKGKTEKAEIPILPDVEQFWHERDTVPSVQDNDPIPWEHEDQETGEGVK
TEAD-YAP inh – TEAD-YAP interaction inhibition, primary screen, TEAD-YAP interaction inhibitor project, luminescence, HEK-TIYL cells; TEAD-Gal4/YAP UAS-luciferase luminescence; inhibition, % at 9.12 µM; 640,000 tested, 1.4% active; in the data active = inhibition above about 32%;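 note: 0% = median of test compound wells and 100% = reference inhibitor wells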
MITF inh – MITF inhibitors, primary screen, biochemical, AlphaScreen, human; Microphthalmia-associated transcription factor (Homo sapiens), O75030; AlphaScreen MITF homodimerization, bead proximity signal; inhibition, % at 2.6 µM; 650,000 tested, 0.91% active; in the data active = inhibition above about 50%;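 note: 0% = vehicle wells with protein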
Target sequence (O75030 whole entry, looked up): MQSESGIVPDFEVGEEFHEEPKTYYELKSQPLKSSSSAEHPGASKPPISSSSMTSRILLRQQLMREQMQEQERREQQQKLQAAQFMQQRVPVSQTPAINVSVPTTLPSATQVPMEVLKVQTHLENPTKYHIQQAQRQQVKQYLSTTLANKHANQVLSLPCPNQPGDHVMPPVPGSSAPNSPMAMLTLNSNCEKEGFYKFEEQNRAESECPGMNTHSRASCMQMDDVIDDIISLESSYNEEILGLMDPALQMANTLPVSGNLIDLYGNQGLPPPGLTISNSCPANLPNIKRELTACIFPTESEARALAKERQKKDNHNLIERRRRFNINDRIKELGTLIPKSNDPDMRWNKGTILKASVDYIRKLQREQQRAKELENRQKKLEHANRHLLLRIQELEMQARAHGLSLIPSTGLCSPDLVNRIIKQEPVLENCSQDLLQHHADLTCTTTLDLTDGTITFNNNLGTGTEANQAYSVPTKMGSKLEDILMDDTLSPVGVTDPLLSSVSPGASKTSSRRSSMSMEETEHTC
FBW7 act – FBW7 E3 ligase activators, primary screen, biochemical, AlphaScreen, human | AID 1259310, 2017 | 650,000 tested, 0.13% active | F-box/WD repeat-containing protein 7 (Homo sapiens), Q969H0 | AlphaScreen FBW7–phospho-cyclin E peptide binding, activator screen | normalized activity (activation), % at 26.1 µM; in the data active = normalized activity above about 1.9%;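 note: purified mutant Fbw7 with reduced substrate affinity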
* marks the source's active call; other numbers are inactive results. Compounds as they come, and some 3.4% of all compounds hit somewhere here.

canonical_smiles	FBW7 act	MITF inh	GPR151 ag	TEAD-YAP inh
CN(/N=C/c1ccccc1)c1cc(=O)n(C)c(=O)[nH]1	-0.5	-3.2	2.5	-2.3
O=C(Nc1ccc(F)cc1)c1cc([N+](=O)[O-])nn1Cc1ccccc1	0.1	14.8	2.0	-32.4
COC(=O)c1ccc(OCC(O)CN2CC(C)OC(C)C2)cc1 (configuration not stated)	-0.4	-5.7	1.2	2.9
Cc1sc2nc(Cc3ccccc3)n(C3CCNCC3)c(=O)c2c1C	-0.2	11.2	-0.6	-13.9
Cc1cccc(NC2=NC(=S)N(c3ccccc3)C23CCCC3)c1	0.1	0.3	0.7	11.2
CC(=O)Nc1ccccc1N1CCN(c2ccccc2)CC1	0.6	19.6	-0.5	1.9
Cc1ccc(-c2cc(C(F)(F)F)n3ncc(C(=O)NCc4ccco4)c3n2)cc1	0.1	3.6	1.0	-9.5
C(#Cc1cccc2ccccc12)CN1CCOCC1	-0.1	2.3	0.0	-19.5
C/C(CC(=O)Nc1ccc(Cl)c(Cl)c1)=N\NC(=O)c1cccc(C)c1O	-0.1	-0.6	-0.1	-6.2
CC1(C)OC(=O)C(=CNC(CCCN=C(N)N)C(=O)Nc2ccc([N+](=O)[O-])cc2)C(=O)O1 (configuration not stated)	-0.1	5.0	-0.3	5.8
Cc1cc(C(=O)COC(=O)c2ccccc2Br)c(C)n1CC1CCCO1 (configuration not stated)	-0.1	0.1	-5.6	91.5*
Nc1cc(=O)[nH]c2nnc(SCC(=O)Nc3cccc4ccccc34)n12	-0.1	-5.9	-0.3	1.5
CCN(C(=O)CC(=O)Nc1ccc2nc3n(c(=O)c2c1)CCCCC3)c1cc(C)ccc1C	0.2	0.8	-0.1	2.3
O=C(O)c1cccc(NCc2cccc3ccccc23)c1	-0.1	9.8	11.1*	-18.7
CSCCNC(=O)Cn1nnnc1CN1C[C@@H](C)O[C@@H](C)C1	0.3	-2.4	0.9	-2.4
CCCCCCn1c(=O)c(F)cn(Cc2ccc(OC)c([N+](=O)[O-])c2)c1=O	0.0	2.5	-0.9	-10.9
COc1cc(NC(=O)Nc2ccc(CN3CCN(C)CC3)cc2)cc(OC)c1OC	0.1	-4.6	-0.8	4.2
CN1CCC(N(C)CC(C)(C)NS(=O)(=O)c2cccs2)CC1	0.0	2.3	-0.4	8.0
COC(=O)c1ccccc1NC(=O)c1cc2ccccc2o1	0.0	-1.1	2.3	-3.7
CCCCCSc1nnc2c(n1)OC(c1ccc(OC)cc1)Nc1ccccc1-2 (configuration not stated)	0.8	10.9	-0.2	-7.7
COCCCNC(=O)CCN1N=C(c2ccccc2)CCC1=O	0.1	2.9	1.3	-3.3
COc1ccc(NC(=O)c2ccccc2NC(=O)COc2ccc(Cl)cc2)cc1	-0.1	-8.8	-0.4	-7.9
Cc1ccc(S(=O)(=O)N2CCc3ccc(NC(=O)C(C)(C)C)cc3C2)cc1	0.2	23.0	-0.4	-1.0
CC(=O)N1CCC(Oc2ccc(-c3ccsc3)cc2)CC1	0.0	10.5	1.4	-34.7
COc1ccc(S(=O)(=O)NCc2csc(-c3cccnc3)n2)cc1OC	0.3	11.4	6.5*	11.2
Cc1cc(NC(=O)CSc2nc3ccccc3c(=O)n2Cc2cccs2)no1	0.0	2.5	1.8	-5.2
Cc1ccc(C(=O)NCC(=O)OCc2nc(N)nc(Nc3ccccc3C)n2)s1	-0.2	1.3	1.1	-4.4
COC(=O)c1ccccc1NC(=O)c1ccc(C#N)cc1F	0.0	4.9	-0.4	11.2
CCOc1ccccc1NC(=O)c1nc(-c2ccncc2)no1	0.1	13.0	-0.6	3.6
O=C(Nc1ccccc1F)C(Cc1ccccc1)NS(=O)(=O)c1cccs1 (configuration not stated)	0.0	-3.4	-0.2	-1.6
CCOC(=O)c1ccc(NC2c3ccccc3C(=O)N2c2cccnc2)cc1 (configuration not stated)	-0.1	-2.4	1.0	-17.1
Cc1ccc(S(=O)(=O)N2CCSC2c2ccc(Br)cc2)c(C)c1 (configuration not stated)	0.1	1.9	-0.3	19.3
Cc1c(NC(=S)Nc2cccc(Cl)c2)c(=O)n(-c2ccccc2)n1C	0.1	3.1	0.0	0.2
Cc1cc(C)nc(SCCC(=O)Nc2ccccc2Cl)n1	-0.1	3.7	1.2	-17.1
COc1c(Cl)cc(-c2noc(C)c2C(=O)O)cc1Cl	-0.1	3.2	-0.1	1.6
O=C(Cc1ccccc1F)N1CC[C@H]2[C@H](CCCN2Cc2cccn2-c2cccnc2)C1	-0.2	-18.6	0.2	0.0
CC[C@H](C)[C@H](NC(=O)c1cccc(OC2CCN(S(C)(=O)=O)CC2)c1)C(=O)OC	0.1	-4.8	2.1	9.5
CCCCN(C)C(=O)c1nn(-c2cccc(OC)c2)c(=O)c2ccccc12	-0.1	2.8	0.0	7.7
Cc1ccc(-n2ncc3c([N+](=O)[O-])cc([N+](=O)[O-])cc32)cc1	-0.2	17.4	1.0	-12.0
Cc1ccc2onc(CC(=O)N3CCN(c4ccc(F)cc4)CC3)c2c1	0.1	3.5	-1.1	9.8
Cc1cc(=O)n2c3ccccc3n(C)c2n1	0.0	-1.1	2.5	6.2
O=C(Nc1cccc(NC(=O)c2cccc(S(=O)(=O)N3CCCCC3)c2)c1)c1ccc(Br)cc1	-0.1	-4.1	0.0	-5.4
CC(C(=O)NCc1cccnc1)n1sc2ccccc2c1=O (configuration not stated)	-0.2	-25.4	0.1	2.6
Cc1onc(-c2ccccc2)c1C(=O)NCCCn1ccnc1	0.0	0.6	0.6	-7.9
CCOc1ccc(C2C=C(c3ccc(CC)cc3)Nc3nnnn32)cc1OC (configuration not stated)	0.2	17.4	-0.2	2.3
COc1ccc(CNC(=O)CS(=O)(=O)Cc2nc(-c3ccc(OC)cc3)oc2C)cc1	0.8	16.8	-0.5	10.5
Cn1c(=O)oc2cc(S(=O)(=O)NCc3cccnc3)ccc21	0.0	3.4	1.8	11.1
CCOC(CNC(=O)c1cnn2c(C)c(Cc3cccc(Br)c3)c(C)nc12)OCC	-0.1	3.4	0.4	-3.2

Random excerpt: 3 entries already listed
canonical_smiles	FBW7 act	MITF inh	GPR151 ag	TEAD-YAP inh
Cc1ccc(-n2ncc3c([N+](=O)[O-])cc([N+](=O)[O-])cc32)cc1	-0.2	17.4	1.0	-12.0
COc1ccc(CNC(=O)CS(=O)(=O)Cc2nc(-c3ccc(OC)cc3)oc2C)cc1	0.8	16.8	-0.5	10.5
CCCCN(C)C(=O)c1nn(-c2cccc(OC)c2)c(=O)c2ccccc12	-0.1	2.8	0.0	7.7

The list goes on:
canonical_smiles	FBW7 act	MITF inh	GPR151 ag	TEAD-YAP inh
COC(=O)C1CCN(C(=O)C2CCCCC2)CC1	0.2	10.8	-0.8	-0.4
C1CNCCOCCOCCNCCN1	0.0	23.4	-1.1	-2.4
COc1ccc(CN2CCNC(=O)C2CC(=O)N(C)CCc2cn[nH]c2)cc1OC (configuration not stated)	0.0	-9.3	-0.4	-3.1
O=C(CNc1ccc(Br)cc1)N/N=C/c1ccc([N+](=O)[O-])cc1	-0.2	-12.4	-1.1	2.0
COC(=O)CC1C(=O)NCCN1C(=O)c1ccc2c(c1)S(=O)(=O)c1ccccc1C2=O (configuration not stated)	-0.1	8.7	0.0	-2.6
COc1ccc(C(=O)Nc2sc(C(=O)N3CCCC3)c(C)c2C#N)cc1	0.2	5.3	-1.4	-1.7
COc1cccc(N2C(=O)/C(=C/c3ccc(-c4cc(Cl)ccc4Cl)o3)C=C2c2ccccc2)c1	-0.1	-1.6	-0.4	-2.5
COc1ccc(CCNC(=O)c2ccc3nc(-c4ccccc4)c(-c4ccccc4)nc3c2)cc1OC	-0.1	3.3	-0.2	-11.9
c1coc(-c2cnc3ccc(NCC4CC4)nn23)c1	-0.7	27.9	3.5	16.4
CCNc1ccc(C(=O)OCC)cc1NS(=O)(=O)c1ccc2ccccc2c1	0.1	-4.7	0.9	-4.0
O=C(Nc1ccc(Oc2ccccc2)cc1)c1cncc(-c2cccs2)c1	0.3	34.3	1.8	-2.0
CC1=C(C(=O)OC2CCCCC2)C(c2ccc(Br)cc2)C2=C(CC(C)(C)CC2=O)N1 (configuration not stated)	0.2	6.5	-0.7	3.3
CCOc1ccc(Nc2cc(N3CCN(Cc4ccc(OC)c(OC)c4OC)CC3)c3noc4c3c2C(=O)c2ccccc2-4)cc1	0.8	8.3	-1.5	12.7
CCCCCNC(=O)c1ccccc1C(=O)O	0.2	10.0	0.0	6.1
CN1CCN(C(=O)Cn2ncn3nc(-c4cccs4)cc3c2=O)CC1	0.0	3.6	4.5	-3.1
CC(C)(C)C(=O)NC(NCC1CCCO1)C(Cl)(Cl)Cl (configuration not stated)	-0.2	6.0	-0.1	13.7
O=C(NC(=S)Nc1ccc(Cl)cn1)c1ccccc1[N+](=O)[O-]	0.4	21.3	-0.7	-12.1
O=C(CCNc1c(N2CCCC2)c(=O)c1=O)Nc1ccc(F)c(Cl)c1	0.0	-1.1	2.3	10.9
O=C(CCC(=O)N(CC(=O)NC1CCCCC1)c1ccc(F)cc1)Nc1ccccn1	-0.1	5.8	-0.6	-6.5
O=C(NC(c1ccccc1)c1ccccc1)c1ccc([N+](=O)[O-])o1	-0.1	-10.9	1.4	-5.3
N=C1S/C(=C\c2ccccc2F)C(=O)N1c1ccc2c(c1)OCO2	0.4	19.5	0.0	-4.9
O=C(CCl)Nc1ccc2nsnc2c1	0.8	0.5	-0.2	31.0
CCOC(=O)C1=C(C)N=c2s/c(=C\Cc3cc(Cl)ccc3O)c(=O)n2C1c1ccc(OC)cc1 (configuration not stated)	-0.2	8.8	2.0	-6.6
CC(=O)C1=C(O)C(=O)OC1c1ccc(Cl)cc1 (configuration not stated)	0.1	25.2	3.9	5.0
Cc1cc(=O)[nH]c(SCC(=O)N2CCCC(C)C2)n1 (configuration not stated)	-0.1	4.1	-2.5	-6.3
Nc1cc(N)nc(SCC(=O)Nc2ccccc2OC(F)F)n1	0.2	4.0	1.3	-1.8
COc1ccc(C2CC(c3cccs3)=NN2C(=O)CSc2nnc(CNC(=O)c3ccccc3OC)n2CCc2ccccc2)cc1 (configuration not stated)	0.2	0.6	1.8	2.6
CC1=C(C(=O)OCc2ccccc2)C(c2cccc(F)c2)C2=C(CC(C)(C)CC2=O)N1 (configuration not stated)	0.0	-22.5	2.5	-1.0
C/C(=N\NC(=O)c1ccccc1N)c1ccc([N+](=O)[O-])cc1	0.2	6.5	1.0	-45.1
CC1=C(C(=O)OC2CCCC2)C(c2cc3c(cc2[N+](=O)[O-])OCO3)C2=C(CC(c3ccccc3)CC2=O)N1 (configuration not stated)	0.0	36.4	-0.4	5.7
Cc1cc(Cl)ccc1NC(=O)CN(c1ccccc1Cl)S(C)(=O)=O	0.4	-4.7	0.2	-0.7
COc1ccc(N2C(=O)C3C4c5ccccc5C(C)(c5ccccc54)C3C2=O)c([N+](=O)[O-])c1 (configuration not stated)	0.8	24.3	-1.0	9.6
COc1ccc(C(=O)CNc2cccc(F)c2)cc1	0.0	-6.6	0.6	-59.6
CCOc1ccc(-n2cc(C(=O)N3CCN(C)CC3)c3cc(OC)c(OC)cc3c2=O)cc1	0.1	-0.6	-0.8	4.8
COc1ccccc1CNC(=O)CSc1nc2ccccc2n1S(=O)(=O)c1cccc([N+](=O)[O-])c1	0.1	15.2	-0.7	-17.3
O=C(Nc1cnc2ccccc2c1)c1n[nH]c(=O)c2ccccc12	0.1	-0.7	-0.3	-22.6
C/C(=C\C(=O)c1ccc(C)o1)Nc1cccc(O)c1	-0.2	12.1	-1.2	-10.2
COC(=O)Cc1cc(=O)oc2cc(OC)ccc12	-0.1	-3.9	0.0	-10.0
CCOc1ccc(-n2cc(-c3ccccc3)c3c(NCCC(c4ccccc4)c4ccccc4)ncnc32)cc1	-0.1	5.3	3.3	-7.0
CCCOc1ccc(S(=O)(=O)Nc2ccc3c(c2)CC(=O)N3CC)cc1	-0.1	10.8	3.3	31.6
CCSCCOC(=O)C1=C(C)NC2=C(C(=O)CC(C)(C)C2)C1c1ccc(Cl)c([N+](=O)[O-])c1 (configuration not stated)	-0.1	-17.6	-2.4	0.6
CN(C)C(=O)[C@@H]1C[C@@H](Sc2ccccn2)CN1Cc1c(F)cccc1Cl	-0.1	-5.7	-0.7	-4.0
CCCS(=O)(=O)N1CCCC(C(=O)N2CCN(c3cc(Cl)ccc3C)CC2)C1 (configuration not stated)	-0.1	5.3	-0.2	19.4
N#Cc1c(N)n(-c2ccccc2O)c2nc3ccccc3nc12	0.1	-14.0	-0.8	8.3
O=C(c1cnn(-c2ccccc2)c1-n1cccc1)N1CCCCCC1	0.1	13.8	-0.3	-0.5
O=C1c2ccccc2-c2onc3c(N4CCCC4)cc(Nc4ccc(Cl)cc4)c1c23	-0.1	28.8	-2.1	0.6

2 compounds from above, reduced to MITF inh and FBW7 act.
SMILES	MITF inh	FBW7 act
CCCOc1ccc(S(=O)(=O)Nc2ccc3c(c2)CC(=O)N3CC)cc1	10.8	-0.1
CCSCCOC(=O)C1=C(C)NC2=C(C(=O)CC(C)(C)C2)C1c1ccc(Cl)c([N+](=O)[O-])c1 (configuration not stated)	-17.6	-0.1
